DDE Tn7 FP inh: disrupts Tn7 cyclic peptide binding to fibrin D-Dimer-E complex | actives 0.13% (n = 370,000) | P02675 | inhibition, % at 8.3 µM | AID 720508 | FP displacement of FITC-Tn7 peptide from fibrin DD(E); 0% = median of compound wells per plate;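 active = inhibition above the mean of compounds falling within the control limits plus 3 SD of them, cut at about 14% in these data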;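 also: 0% = plate median of compound wells and 100% = 10 µM Aha-Tn7 peptide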
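system = human fibrin DD(E) protein | quantity = DD(E) 2 µM final | medium = Tris/NaCl/CaCl2 buffer, pH 7.8 | also added = labelled Tn7 tracer, 0.1 µM | compound dosing = single point at 8.3 µM | timing = compound with protein 10 min, then 3 h after probe, room temperature | signal = FP measurement | benchmarks = Aha-Tn7 high control | repeats = one replicate per compound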
ADAM10 inh: ADAM10 inhibition, QFRET primary screen. O14672. recombinant ADAM10, EDANS/DABCYL FRET peptide cleavage, 3 h. inhibition, % at 7 µM. actives 0.62% (n = 370,000). AID 720582;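 active = inhibition above a per-campaign cutoff equal to the mean of compounds falling between control-based bounds plus 3 SD, cut at about 20% in these data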;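 also: 0% = DMSO wells while the 100% control is not disclosed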
ASAP1 inh: ASAP1 ArfGAP inhibition. actives 0.19% (n = 360,000). ASAP1-stimulated ARF1 GTP hydrolysis, GDP FP detection. inhibition, % at 16.5 µM; in the data active = inhibition above about 25%;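 also: 0% = vehicle with enzyme and substrate and 100% = no enzyme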
KLK7 zymogen act: activators of human kallikrein-7 zymogen; P49862; purified proKLK7, EDANS-DABCYL substrate fluorescence; 100% is mature enzyme control, 0% vehicle; activation, % at 7 µM; actives 0.9% (n = 370,000); AID 652039;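 active = activation above the mean of all tested compounds plus 3 SD, computed per campaign excluding outliers beyond control limits, cut at about 13% in these data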
LEDGF integ inh: blocks HIV-1 LEDGF/p75-dependent DNA integration | actives 0.64% (n = 370,000) | inhibition, % at 3.7 µM | TR-FRET IN-LEDGF/p75 DNA integration, Eu/Cy5;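 active = inhibition above the screen-wide mean plus 3 SD, cut at about 13% in these data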;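 also: signal is the Cy5 over europium emission ratio at 671 and 618 nm; 0% = plate median of compound wells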
ADAM17 inh: inhibits human ADAM17 | AID 720648 | actives 0.83% (n = 370,000) | inhibition, % at 6.95 µM | recombinant ADAM17, EDANS/DABCYL FRET peptide cleavage;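 active = inhibition above the mean of compounds lying between control limits plus 3 SD, set per campaign, cut at about 8.5% in these data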;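 also: 0% = DMSO-only wells as the low control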
ARFGAP1 inh: inhibitors of rat ARFGAP1; Arfgap1-stimulated ARF1 GTP hydrolysis, GDP FP detection; inhibition, % at 16.5 µM; actives 0.26% (n = 360,000); AID 651572;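 active = inhibition above a per-plate limit, mean inhibition of low control wells plus 3 SD, cut at about 25% in these data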;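 also: 0% = DMSO wells with enzyme and 100% = wells lacking Arfgap1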
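Material – truncated rat Arfgap1 GAP domain · Buffer or medium – HEPES-based buffer, pH 7.5 · Reagent – human ARF1(Δ1-17)-GTP substrate · Dosing – 16.5 µM single point, 1.26% DMSO · Schedule – GTP hydrolysis reaction 2 h at 25 °C · Technique – GDP detection by fluorescence polarization · Benchmarks – No-Arfgap1 wells (100%) versus DMSO full-reaction wells (0%) · Repeats – single replicate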
Tn6 DDE FP: DD(E)-Tn6 binding inhibition, primary FP screen; AID 720509; actives 0.21% (n = 370,000); inhibition, % at 8.3 µM; P02675; Fibrin DD(E) TRITC-Tn6 fluorescence polarization displacement;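 active = inhibition above a per-campaign cutoff: mean of compounds within control limits plus 3 SD, cut at about 15% in these data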;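 also: 0% = median of all compound wells on the plate and 100% = blocking peptide control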
PLCg1 inh: inhibitors of human phospholipase C gamma1. inhibition, % at 12.2 µM. purified PLC-gamma1, fluorogenic substrate, fluorescence. P19174. actives 0.84% (n = 370,000); in the data active = inhibition above about 9.5%
Target sequence (P19174 whole entry, looked up): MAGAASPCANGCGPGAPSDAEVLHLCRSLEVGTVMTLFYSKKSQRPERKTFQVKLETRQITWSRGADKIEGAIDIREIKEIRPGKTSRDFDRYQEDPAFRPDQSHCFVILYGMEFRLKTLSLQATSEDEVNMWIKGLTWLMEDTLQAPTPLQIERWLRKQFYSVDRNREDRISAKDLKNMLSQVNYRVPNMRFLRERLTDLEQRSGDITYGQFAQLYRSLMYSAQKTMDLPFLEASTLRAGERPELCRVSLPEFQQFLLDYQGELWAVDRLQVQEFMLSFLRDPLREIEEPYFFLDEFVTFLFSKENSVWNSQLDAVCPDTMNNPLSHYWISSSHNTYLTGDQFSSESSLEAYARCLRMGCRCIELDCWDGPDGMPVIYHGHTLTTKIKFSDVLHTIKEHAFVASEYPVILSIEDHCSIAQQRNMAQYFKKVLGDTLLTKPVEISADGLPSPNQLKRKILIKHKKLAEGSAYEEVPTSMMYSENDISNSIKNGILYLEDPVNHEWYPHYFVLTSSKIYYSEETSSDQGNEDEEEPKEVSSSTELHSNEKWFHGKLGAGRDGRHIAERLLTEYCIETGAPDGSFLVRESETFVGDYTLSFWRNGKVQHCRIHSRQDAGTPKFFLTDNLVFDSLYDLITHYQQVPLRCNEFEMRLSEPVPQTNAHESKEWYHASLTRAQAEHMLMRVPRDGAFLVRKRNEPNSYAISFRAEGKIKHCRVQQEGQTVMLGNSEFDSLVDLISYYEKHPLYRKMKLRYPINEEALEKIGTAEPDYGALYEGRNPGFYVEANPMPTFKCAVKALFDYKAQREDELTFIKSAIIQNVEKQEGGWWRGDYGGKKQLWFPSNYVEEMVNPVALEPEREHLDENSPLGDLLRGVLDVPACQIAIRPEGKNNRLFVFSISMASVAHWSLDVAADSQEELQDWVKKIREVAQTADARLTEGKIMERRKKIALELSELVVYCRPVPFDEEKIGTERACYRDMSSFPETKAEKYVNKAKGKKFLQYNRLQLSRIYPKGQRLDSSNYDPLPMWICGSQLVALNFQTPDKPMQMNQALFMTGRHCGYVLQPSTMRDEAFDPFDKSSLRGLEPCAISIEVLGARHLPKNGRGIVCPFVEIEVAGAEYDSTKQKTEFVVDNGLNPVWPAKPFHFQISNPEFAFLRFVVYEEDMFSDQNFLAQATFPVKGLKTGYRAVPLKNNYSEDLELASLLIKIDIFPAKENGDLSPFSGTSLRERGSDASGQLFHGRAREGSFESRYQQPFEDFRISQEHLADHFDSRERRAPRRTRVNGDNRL
TDP2 inh: blocks human TDP2 phosphodiesterase activity | O95551 | recombinant TDP2, T5PNP hydrolysis, p-nitrophenol absorbance 415 nm | inhibition, % at 12.8 µM | actives 0.34% (n = 370,000) | AID 720702;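 active = inhibition above the mean of all tested compounds plus 3 SD, set per campaign, cut at about 25% in these data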;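 also: 0% = DMSO with enzyme and 100% = buffer with substrate but no TDP2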
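Assay system: Recombinant human TDP2 | Quantity: 120 nM TDP2 per well | Incubation: 2 h at 37 °C | Signal: Epi absorbance | Evaluation: Percent inhibition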
* hit, by the source's call; i = inactive; / = not tested or not shown.

SMILES	DDE Tn7 FP inh	ADAM10 inh	ASAP1 inh	KLK7 zymogen act	LEDGF integ inh	ADAM17 inh	ARFGAP1 inh	Tn6 DDE FP	PLCg1 inh	TDP2 inh
CCN(CC)c1ccc(/C=N/Nc2nn[nH]n2)cc1	4	-31	-2	-2.4	1	-13	-6	4	-5	12
CC(C)c1ccc(S(=O)(=O)N2CCC3(CC2)OCCO3)cc1	-3	3	5	0.3	-4	2	14	-4	0	4
Cc1ccc(CC(=O)NCCS(=O)c2ccc(C)cc2)cc1 (stereo unspecified)	-4	-17	11	0.3	-1	-4	-2	-3	5	-1
CC(=O)Nc1ccc(Sc2ccccc2C(=O)O)cc1	2	9	-19	-0.8	3	-2	11	7	5	-5
CCOC(=O)Cc1nc(-c2ccc(Cl)cc2)n[nH]1	-3	-8	19	-0.1	-4	-2	2	2	-2	1
CCOC(=O)C1(Cc2ccccc2)CCN(Cc2cn[nH]c2-c2ccccc2)CC1	-2	5	-4	0.2	2	-2	3	1	6	1
CC(C)(C)NC(=O)NC(=O)CN1CCN(C(c2ccccc2)c2ccccc2)CC1	-7	3	2	-0.1	5	0	5	-2	1	-9
COc1ccc(S(=O)(=O)NCC2CCC(C(=O)NCC(OC)OC)CC2)cc1 (stereo unspecified)	-7	-2	3	0.1	4	-2	5	-1	0	-2
Cc1ccc2ncccc2c1NC(=S)NC(=O)c1ccccc1	-4	7	-3	0.0	4	3	-4	-1	3	-4
O=C(OCc1nc2ccccc2s1)c1ccc(Br)o1	9	7	-1	0.0	0	-2	4	1	-3	8
COc1cc(OC)c(C(=O)Nc2cc(S(=O)(=O)N3CCOCC3)ccc2N2CCOCC2)cc1OC	-4	-5	3	-0.4	3	6	-8	-10	6	-17
CC1CCc2c(sc3nc(C4CC4)nc(N4CCN(C(=O)c5ccco5)CC4)c23)C1 (stereo unspecified)	-6	7	-3	0.5	2	1	-6	-11	1	6
CC(OC(=O)c1cccc(S(=O)(=O)N2CCN(C)CC2)c1)C(=O)Nc1ccc(C(N)=O)cc1 (stereo unspecified)	-5	-12	8	-0.5	0	-4	-13	3	-1	-4
CCOC(=O)c1[nH]cnc1C(=O)Nc1ccccc1OC	2	-15	2	-0.1	2	-8	-2	-1	0	-3
CSc1nc2ccccc2cc1/C=C(\C#N)c1ccccc1	-8	-6	5	-0.1	4	-5	-13	1	-5	-12
CCS(=O)(=O)C1C(=O)N(C)C(S(=O)(=O)CC)C(=O)N1C (stereo unspecified)	-2	-3	-15	-0.3	3	0	-2	3	1	-16
Cc1ccccc1N1Cc2ccccc2C1	3	-1	-10	-0.4	-2	-2	1	4	-1	-8
CC(C)COc1ccc(CNC(=S)N/N=C/c2ccc([N+](=O)[O-])cc2)cc1	7	6	-12	0.3	0	-2	-8	2	4	0
O=c1c2cc(N3CCOCC3)ccc2[nH]c(=S)n1CCCN1CCCC1	1	-145	2	114*	-2	-40	1	-2	i	-4
O=C(NN=Cc1ccc2c(c1)CCC2)c1cccc([N+](=O)[O-])c1	4	-6	7	0.5	-2	-1	2	0	3	-6
O=S(=O)(c1cccc2nonc12)N1CCN(c2ccc(F)cc2)CC1	-14	1	-4	-0.3	3	2	7	5	0	16
c1ccc(-c2onc(-c3ccco3)c2-c2ccc3[nH]ccc3c2)cc1	-4	10	-1	-0.1	5	3	5	1	-1	-1
COc1ccccc1C1C(C(=O)c2cc3ccccc3o2)=C(O)C(=O)N1CCN1CCOCC1 (stereo unspecified)	-10	-18	-5	1.2	3	4	-7	0	-23	-4
COc1ccc(C(=NNc2ccccc2C(=O)O)c2ccc(OC)cc2)cc1	2	7	-17	-0.7	-2	-5	-19	3	-5	9
COc1cccc(CNC(=S)Nc2ccc3c(c2)c(=O)n(C)n3Cc2ccccc2)c1	3	i	-9	1.2	-3	-149	-3	3	-161	-3
Other results follow:
SMILES	DDE Tn7 FP inh	ADAM10 inh	ASAP1 inh	KLK7 zymogen act	LEDGF integ inh	ADAM17 inh	ARFGAP1 inh	Tn6 DDE FP	PLCg1 inh	TDP2 inh
CN(CC(=O)Nc1ccccc1Cl)C(=O)CN1C(=O)C2CC=CCC2C1=O (stereo unspecified)	7	-3	-1	0.6	0	-6	2	8	-1	-9
Cc1cc(N2CCNC[C@H]2C)ccc1N1C[C@@H](C)O[C@@H](C)C1	-7	-6	-3	0.7	2	-2	8	3	0	-4
CNc1nc(C)nc(-c2ccccc2O)n1	5	-8	-1	0.4	-1	0	4	-1	-131	-5
Cc1ccc(C(O)c2ncc(-c3cccc(C(F)(F)F)c3)[nH]2)cc1 (stereo unspecified)	-3	15	-8	0.1	2	5	8	0	6	4
COc1cc(O)cc2occ(-c3ccc(O)cc3)c(=O)c12	1	-64	-4	0.7	-2	-14	4	12	-68	-2
O=C(COc1ccc(Cl)cc1)NCc1cn2cc(Cl)ccc2n1	4	-10	6	-0.1	-3	-4	-7	-4	-3	3
Nc1ccccc1/C=N\N=C/c1ccccc1N	3	1	-5	0.1	-1	-4	-2	3	2	13
CS(=O)(=O)N(CC(=O)N/N=C/c1cc2c(cc1Br)OCO2)c1ccccc1Br	-5	-1	3	0.0	2	-3	10	-8	2	10
COc1ccccc1Nc1nc(N)nc(CN2CC(C)CC(C)C2)n1 (stereo unspecified)	5	2	8	0.0	1	-2	1	1	0	5
CCN1C(=O)/C(=C2\SC(=S)N(c3c(C)n(C)n(-c4ccccc4)c3=O)C2=O)c2ccccc21	3	0	-4	0.9	0	3	-7	-7	7	-12
FC(F)(F)c1cccc(NC(=S)NCCN2CCOCC2)c1	4	-3	5	-0.4	2	-3	10	-3	-2	-1
CS(=O)(=O)c1ccc(Cl)c(NC(=O)COC(=O)c2cccc(S(=O)(=O)N3CCCCC3)c2)c1	-4	-3	4	0.5	0	2	3	-3	0	12
Cc1ccc(-n2nc3c(=O)n(CC(=O)c4ccc(F)cc4)nc(C)c3c2C)cc1	-4	2	10	0.4	-2	3	1	-1	2	-8
NC(=O)COC(=O)CCCSc1nc2ccccc2s1	-2	1	-8	0.0	7	-2	-9	-1	2	9
COCCn1c(SC(C)C(=O)Nc2ccc(Cl)cn2)nnc1-c1ccncc1 (stereo unspecified)	-5	-7	2	-0.4	0	-9	11	-7	-4	5
O/C(=C\c1ccc2ccccc2n1)c1ccncc1	4	-6	10	0.5	-2	-2	5	1	-11	-10
Cc1ccc2c(c1)N(CCCC(=O)NCc1cccs1)C(=O)CO2	-7	-7	/	-0.8	-2	-1	/	7	-5	-1
O=C(c1ccccc1)N1CCC(=O)N(C(CO)Cc2ccccc2)CC1 (stereo unspecified)	4	-8	-3	0.5	-1	-5	-4	6	0	7
O=C(C1=NN(c2ccccc2)C(=O)CC1)N1CCc2ccccc2C1	-4	-8	0	0.3	-2	-6	1	-1	-2	-3
COC(=O)CC1C(=O)NCCN1C(=O)c1ccc(S(=O)(=O)N2CCOCC2)cc1 (stereo unspecified)	1	-5	-1	-0.3	-2	-3	-13	4	0	3
O=c1[nH]cnc2c1C(c1ccccc1[N+](=O)[O-])c1c(nc[nH]c1=O)O2	-4	-5	-5	-0.8	2	-3	10	-4	-1	7
CCCC[C@H]1C2CC(OC(=O)Nc3ccccc3OC)C(C2)[C@H]2CCCCN21 (stereo partly specified)	12	-9	/	-0.1	1	-10	/	0	-3	2
CCCn1c(SCC(=O)Nc2ccccc2N2CCOCC2)nc2c1c(=O)n(C)c(=O)n2C	5	0	0	0.2	-1	-1	1	8	1	-2
O=C(NCCC1=CCCCC1)c1cc(-c2ccncc2)nc2ccccc12	-9	7	8	0.0	8	-5	-6	-1	3	-16
O=C(CSc1n[nH]c(-c2cccs2)n1)N1CCN(S(=O)(=O)c2ccccc2)CC1	7	-5	-7	0.4	3	0	-5	-3	-1	-10
(more compounds)
SMILES	DDE Tn7 FP inh	ADAM10 inh	ASAP1 inh	KLK7 zymogen act	LEDGF integ inh	ADAM17 inh	ARFGAP1 inh	Tn6 DDE FP	PLCg1 inh	TDP2 inh
O=C(CN1CCN(c2ccccc2)CC1)Nc1scc2c1c(=O)oc1ccccc12	1	2	0	-0.5	0	-1	-18	8	0	6
Cc1ccc(OCC(=O)NNC(=S)NC(=O)C2CC2)c(C)c1	1	-4	1	0.1	-2	-5	-6	10	-1	-6
COc1cc(CCCN2C(=S)NC[C@@H]2Cc2ccccc2)cc(OC)c1OC	-3	0	7	-0.5	-1	-4	7	6	3	8
O=C(Nc1ccc(F)cc1)Nc1c(-c2ccc(C(F)(F)F)cc2)nc2ncccn12	1	-26	/	4.5	-2	-8	/	1	-25	0
O=C(CCc1c[nH]c2ccccc12)NN1C(=O)NC2(CCCCC2)C1=O	2	-7	9	0.2	4	-2	5	1	-3	-10
Cc1ccc(C(=O)Nc2nc3ccc(S(C)(=O)=O)cc3s2)cc1C	-2	-4	15	0.1	-2	-3	-7	1	1	8
CC1(C)CC(CC(=O)O)(c2ccc(Cl)cc2)CCO1 (stereo unspecified)	-5	-3	0	0.5	0	-5	6	0	-3	2
CN(C)c1ccc(CN(C(=O)c2cc3ccccc3oc2=O)C2CCS(=O)(=O)C2)cc1 (stereo unspecified)	-2	-6	6	0.0	0	-2	3	5	3	2
CCOC(=O)C1=CCN(S(=O)(=O)c2ccccc2F)C1c1ccc(F)cc1 (stereo unspecified)	-9	3	-3	1.1	-1	8	8	-1	5	-13
O=[N+]([O-])c1cc(C(F)(F)F)c(Cl)cc1N1CCN(CCO)CC1	4	-1	1	0.7	4	0	-7	1	4	2
O=c1cc(CN2CCCCCC2)nc2sccn12	6	-234	-12	1.0	1	-66	-6	9	-44	-1
CCn1c2ccccc2c2cc(NC(=O)COC(=O)c3ccccc3F)ccc21	1	1	6	-0.1	4	3	1	-5	3	3
Cc1cccc(-c2nc(CS(=O)CC(=O)N3CC(C)CC(C)C3)c(C)o2)c1 (stereo unspecified)	6	5	-2	0.5	0	-2	-5	1	-4	0

One compound at a time, from the list above.
`CCOC(=O)Cc1nc(-c2ccc(Cl)cc2)n[nH]1` reads DDE Tn7 FP inh: -3; ADAM10 inh: -8; ASAP1 inh: 19; KLK7 zymogen act: -0.1; LEDGF integ inh: -4; ADAM17 inh: -2; ARFGAP1 inh: 2; Tn6 DDE FP: 2; PLCg1 inh: -2; TDP2 inh: 1
`O=C(c1ccccc1)N1CCC(=O)N(C(CO)Cc2ccccc2)CC1` (stereo unspecified) reads DDE Tn7 FP inh: 4; ADAM10 inh: -8; ASAP1 inh: -3; KLK7 zymogen act: 0.5; LEDGF integ inh: -1; ADAM17 inh: -5; ARFGAP1 inh: -4; Tn6 DDE FP: 6; PLCg1 inh: 0; TDP2 inh: 7
